# Screens as filed in PubChem BioAssay.
# TEAD-YAP inh = TEAD-YAP interaction inhibition | AID 1259422 | inhibition, % at 9.12 µM | 640,000 compounds, 1.4% hits | HEK-TIYL cells, TEAD-Gal4/YAP UAS-luciferase luminescence; in the data active means inhibition above about 32%;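 further: 0% = median of test compound wells and 100% = reference inhibitor wells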
# MITF inh = human MITF inhibition, primary screen; O75030; AlphaScreen MITF homodimerization, bead proximity signal; inhibition, % at 2.6 µM; 650,000 compounds, 0.91% hits; in the data active means inhibition above about 50%;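 further: 0% = vehicle wells with protein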
# GPR151 ag = activators of human GPR151 | Q8TDV0 | PathHunter beta-arrestin GPR151 cells, luminescence | activation, % at 11.2 µM | 650,000 compounds, 1% hits | AID 1508602; in the data active means activation above about 4.9%;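 further: 0% = median of compound wells and 100% = cells with positive control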
# Target sequence (Q8TDV0 whole entry, looked up): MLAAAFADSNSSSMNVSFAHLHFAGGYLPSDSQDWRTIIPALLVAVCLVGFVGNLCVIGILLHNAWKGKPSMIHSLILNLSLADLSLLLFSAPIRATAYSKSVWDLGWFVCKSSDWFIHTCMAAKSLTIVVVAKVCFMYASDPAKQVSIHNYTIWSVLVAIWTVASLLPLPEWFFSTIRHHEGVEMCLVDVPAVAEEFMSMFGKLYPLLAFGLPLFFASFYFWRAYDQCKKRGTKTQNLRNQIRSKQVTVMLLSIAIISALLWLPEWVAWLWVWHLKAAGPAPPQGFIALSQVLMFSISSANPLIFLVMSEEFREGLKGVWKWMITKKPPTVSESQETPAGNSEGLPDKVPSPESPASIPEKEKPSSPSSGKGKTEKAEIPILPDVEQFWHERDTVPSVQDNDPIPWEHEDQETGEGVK
# FBW7 act = human FBW7 E3 ligase activation, primary screen; Q969H0; AlphaScreen FBW7–phospho-cyclin E peptide binding, activator screen; normalized activity (activation), % at 26.1 µM; 650,000 compounds, 0.13% hits; in the data active means normalized activity above about 1.9%;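 further: purified mutant Fbw7 with reduced substrate affinity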
# Target sequence (Q969H0 whole entry, looked up): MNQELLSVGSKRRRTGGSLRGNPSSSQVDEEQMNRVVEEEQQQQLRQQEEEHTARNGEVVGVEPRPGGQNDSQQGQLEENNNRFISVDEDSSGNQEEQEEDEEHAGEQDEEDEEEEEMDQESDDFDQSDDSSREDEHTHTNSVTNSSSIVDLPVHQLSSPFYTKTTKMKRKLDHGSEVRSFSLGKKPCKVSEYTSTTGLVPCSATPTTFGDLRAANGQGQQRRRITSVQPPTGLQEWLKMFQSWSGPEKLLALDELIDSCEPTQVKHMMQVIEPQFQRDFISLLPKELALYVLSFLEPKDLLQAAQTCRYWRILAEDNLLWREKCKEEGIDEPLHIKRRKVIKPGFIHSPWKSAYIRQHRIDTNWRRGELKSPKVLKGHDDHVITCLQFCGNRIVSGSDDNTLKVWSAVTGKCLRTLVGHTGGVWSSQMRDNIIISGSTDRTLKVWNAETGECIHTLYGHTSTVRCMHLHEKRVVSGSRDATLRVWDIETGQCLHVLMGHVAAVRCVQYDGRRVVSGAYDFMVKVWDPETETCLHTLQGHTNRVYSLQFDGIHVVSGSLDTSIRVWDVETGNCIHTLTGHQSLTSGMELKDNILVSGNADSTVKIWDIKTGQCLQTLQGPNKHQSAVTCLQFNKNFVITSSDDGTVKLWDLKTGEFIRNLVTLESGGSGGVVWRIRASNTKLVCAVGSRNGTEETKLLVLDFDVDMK
# The depositor's hits bear a star; & = joins results of further samples.
SMILES,TEAD-YAP inh,MITF inh,GPR151 ag,FBW7 act
CCc1ccc(OCC2c3cc(OC)c(OC)cc3CCN2C(=O)Nc2cccc(C)c2)cc1 (stereo not drawn),4,14,-0.7,0.0
CC1(C)Cc2c(sc(NC(=O)c3ccc(S(=O)(=O)N4CCCC4)cc3)c2C(N)=O)C(C)(C)N1,14,2,1.3,-0.1
O=C1/C(=C\c2ccc(-c3cccc(Cl)c3)o2)SC(=Nc2ccccc2)N1c1ccccc1,10,15,1.3,0.4
CCOC(=O)c1sc2nccc3c2c1N=CN3c1ccccc1,-13,11,5.3*,0.1
OC1CCC(Nc2nc(Nc3ccc(N4CCOCC4)cc3)c3ncn(-c4ccsc4)c3n2)CC1 (stereo not drawn),14,6,0.9,-0.3
O=C(COC(=O)c1ccc2c(c1)OCO2)NC1CCS(=O)(=O)C1 (stereo not drawn),-8,7,1.0,0.1
CC(C)(C)NC(=O)c1cccc(NC(=O)c2ccc3c(c2)C(=O)N(C(C)(C)C)C3=O)c1,0,5,2.2,0.2
CC(C)CC(=O)NC(=S)Nc1ccc(S(=O)(=O)N=C(N)N)cc1,-5,-14,0.8,0.1
c1cn2c(NC3CCCC3)c(-c3ccc(N4CCOCC4)cc3)nc2cn1,-29,-13,-0.4,0.0
CC(=O)c1ccc(Nc2nc(-c3cc4ccccc4oc3=O)cs2)cc1,-2,5,-0.4,0.1
COc1ccc(-c2noc(CNC(=O)c3cccc(C)c3)n2)cc1,3,-1,1.1,0.0
Cc1cc(C)c2oc(-c3cccc(NC(=O)c4ccc([N+](=O)[O-])o4)c3)nc2c1,16,3,0.2,0.0
N#CC(C#N)=Cc1ccc(NC(=O)c2ccccc2Br)cc1,-3,13,2.1,0.2
CC(C)c1ccc(NC(=O)c2cc(S(=O)(=O)NCc3ccc(F)cc3)ccc2F)cc1,-4,1,0.0,-0.1
COc1ccc(Nc2nc(N3CCN(c4cccc(Cl)c4)CC3)nc3c2cnn3C)cc1,-13,-4,-1.6,0.4
CC1CC(C)CN(S(=O)(=O)c2cccc3nonc23)C1 (stereo not drawn),1,12,0.1,0.0
CN(Cc1cccs1)c1ncnc2sc3c(c12)CCCC3,-5,-1,0.5,-0.1
CC1CCc2nn(CC(=O)NCCC3=CCCCC3)cc2C1 (stereo not drawn),-7,-16,1.1,0.1
Cc1ncc(-c2nc3ccccc3o2)c(-c2ccncc2)n1,6,1,2.8,-0.2
COC(=O)NC(=O)c1c(NC(=O)C(c2ccccc2)c2ccccc2)sc(C)c1C,1,-10,2.9,0.0
O=S(=O)(NCc1ccc2c(c1)OCO2)c1cccc2cccnc12,-2,8,1.6,0.0
CCc1nc(Oc2ccc3ccc(=O)oc3c2)c2c3c(sc2n1)CCCC3,8,0,-2.7,0.5
CC1CCc2c(sc(NC(=O)c3cccs3)c2C(=O)N2CCOCC2)C1 (stereo not drawn),3,8,1.0,-0.3
O=C(c1ccco1)N1CCN(C(=O)c2cnn3cccnc23)CC1,-1,21,3.1,-0.1
CCCCOC(=O)CSc1ncnc2sc(C)c(C)c12,-3,2,0.3,0.2
CC(C)[C@H](NC(=O)c1ccc(F)cc1)C(=O)OCC(=O)N1CC(=O)Nc2ccccc21,4,-10,-0.9,0.1
CCOC(=O)c1sc2ncnc(Nc3ccc(OC)cc3OC)c2c1C,13,-3,1.0,0.6
N/C(=C\C(=O)/C=C\c1ccccc1)C(Cl)(Cl)Cl,10,7,0.1,-0.1
Cc1cccc(C(=O)Nc2nn3c(-c4cccc(C)c4)nnc3s2)c1,-5,-7,3.3,0.0
COCCCn1c(=NC(=O)C(C)C)c(C#N)cc2c(=O)n3ccccc3nc21,-1,-13,-1.4,-0.1
CCC(C)C(=O)NCc1nnc2n1CCN(Cc1ccccn1)CC2 (stereo not drawn),-5,-1,0.4,0.1
CCOc1ccc(S(=O)(=O)NN=C2CCN(C(C)=O)CC2)cc1,3,1,-0.9,0.0
C=CCNC(=O)c1oc2ccc(S(=O)(=O)N3CCCCCC3)cc2c1C,3,6,0.0,0.0
COc1ccccc1/C=C/CN1CCN(CC(C)(C)C)C(CCO)C1 (stereo not drawn),11,6,0.3,-0.1
OCCOCCNc1nc(Nc2cccc(F)c2)nc2c1cnn2-c1ccccc1,10,8,0.3,0.0
COC(=O)C1=C(N)OC2=C(C(=O)CC(c3ccccc3)C2)C1c1ccc(C)cc1 (stereo not drawn),-5,-12,-0.4,-0.1
CCOc1cc(C=O)cc(Br)c1OCC(=O)NCc1ccccc1,3,-1,-0.5,-0.3
COC(=O)c1sc(NC(=O)CCl)c(C(=O)OC)c1C,-7,-6,1.1,0.0
COC(=O)C1CCN(S(=O)(=O)c2cccc3nsnc23)CC1,-4&1,18&10,0.6&1.0,0.4&0.0
COc1ccc(CNc2ccc3ncc(-c4cccc(C(=O)O)c4)n3n2)cc1,-2,-5,-0.2,0.1
O=C(CSc1ccccc1)NC1CC2CCC1C2 (stereo not drawn),-28,-15,-1.1,0.0
CC(=O)c1cccc(NC(=O)NC2CC3CCC(C2)N3Cc2cccs2)c1 (stereo not drawn),-10,-16,1.6,-0.1
Oc1ccc2ccccc2c1C(c1ccccc1)N1CCOCC1 (stereo not drawn),5,1,0.4,-0.2
CC1CCCCN1S(=O)(=O)c1ccc(NC(=O)c2ccccc2[N+](=O)[O-])cc1 (stereo not drawn),5,13,2.1,0.0
COc1ccc(C(=O)NNC(=O)CSc2nnc3[nH]c(=O)cc(N)n23)cc1,-7,23,-1.3,0.1
CC1CCN(CCNC(=O)CCCCCn2c(=S)[nH]c3cc4c(cc3c2=O)OCO4)CC1,0,-6,-1.2,0.0
COc1ccc(-c2nc(C(=O)Nc3ccc(N4CCOCC4)cc3)cs2)cn1,13,4,2.2,-0.1
Cc1cccc(NC(=O)CN2C(=O)N/C(=C/c3ccc(Br)s3)C2=O)c1,-2,1,0.6,-0.1
CCc1ccc(NC(=O)CSc2cccc3ccc(C)nc23)cc1,14,7,-1.2,0.1
Nc1nc(Nc2ccccc2)cc(N2CCOCC2)n1,-17,4,0.1,-0.2
CC(=O)Nc1ccc(CN2CCN(CCC(C)C)C(CCO)C2)cc1 (stereo not drawn),0,12,-2.6,0.2
C#CCN(C(=O)CC1(c2ccccc2F)CC(=O)N(CCOC)C1=O)C1CCCCC1 (stereo not drawn),-58,7,-1.4,0.0
COc1ccc(CN2CCNC(=O)C2CC(=O)N2CCCC2)c(F)c1 (stereo not drawn),4,6,-1.0,0.3
O=C(c1nn2c(c1Cl)NC(c1ccco1)CC2C(F)(F)F)N1CCN(Cc2ccccc2)CC1 (stereo not drawn),-2,-3,0.4,0.0
COc1ccc(OC)c(NC(=O)Cn2cc(C#N)c3cc(Br)ccc32)c1,6,23,0.6,0.2
Cc1ccc(C)c(S(=O)(=O)N2CCCC(c3nnc(C)s3)C2)c1 (stereo not drawn),-10,-3,-0.8,-0.2
O=C(Oc1ccc2ccc(=O)oc2c1)c1cccc([N+](=O)[O-])c1,-5,7,-0.8,0.0
O=C(Nc1ccccc1O)c1cccs1,-19,1,-0.8,0.0
CC1CN(C(=O)C(Cl)(Cl)Cl)C(C)CN1C(=O)C(Cl)(Cl)Cl (stereo not drawn),-2,-43,2.4,0.0
CN(CCOc1ccccc1)C(=O)COc1ccc(N(C)Cc2ccc(F)cc2)nn1,-15,11,-0.1,0.1

# For reference, 16 of the compounds above:
SMILES,TEAD-YAP inh,MITF inh,GPR151 ag,FBW7 act
COc1ccc(C(=O)NNC(=O)CSc2nnc3[nH]c(=O)cc(N)n23)cc1,-7,23,-1.3,0.1
CC1CCN(CCNC(=O)CCCCCn2c(=S)[nH]c3cc4c(cc3c2=O)OCO4)CC1,0,-6,-1.2,0.0
COc1ccc(-c2nc(C(=O)Nc3ccc(N4CCOCC4)cc3)cs2)cn1,13,4,2.2,-0.1
Cc1cccc(NC(=O)CN2C(=O)N/C(=C/c3ccc(Br)s3)C2=O)c1,-2,1,0.6,-0.1
CCc1ccc(NC(=O)CSc2cccc3ccc(C)nc23)cc1,14,7,-1.2,0.1
Nc1nc(Nc2ccccc2)cc(N2CCOCC2)n1,-17,4,0.1,-0.2
CC(=O)Nc1ccc(CN2CCN(CCC(C)C)C(CCO)C2)cc1 (stereo not drawn),0,12,-2.6,0.2
C#CCN(C(=O)CC1(c2ccccc2F)CC(=O)N(CCOC)C1=O)C1CCCCC1 (stereo not drawn),-58,7,-1.4,0.0
COc1ccc(CN2CCNC(=O)C2CC(=O)N2CCCC2)c(F)c1 (stereo not drawn),4,6,-1.0,0.3
O=C(c1nn2c(c1Cl)NC(c1ccco1)CC2C(F)(F)F)N1CCN(Cc2ccccc2)CC1 (stereo not drawn),-2,-3,0.4,0.0
COc1ccc(OC)c(NC(=O)Cn2cc(C#N)c3cc(Br)ccc32)c1,6,23,0.6,0.2
Cc1ccc(C)c(S(=O)(=O)N2CCCC(c3nnc(C)s3)C2)c1 (stereo not drawn),-10,-3,-0.8,-0.2
O=C(Oc1ccc2ccc(=O)oc2c1)c1cccc([N+](=O)[O-])c1,-5,7,-0.8,0.0
O=C(Nc1ccccc1O)c1cccs1,-19,1,-0.8,0.0
CC1CN(C(=O)C(Cl)(Cl)Cl)C(C)CN1C(=O)C(Cl)(Cl)Cl (stereo not drawn),-2,-43,2.4,0.0
CN(CCOc1ccccc1)C(=O)COc1ccc(N(C)Cc2ccc(F)cc2)nn1,-15,11,-0.1,0.1

# The list goes on.
SMILES,TEAD-YAP inh,MITF inh,GPR151 ag,FBW7 act
CCOc1ccc(-c2noc(CCCC(=O)Nc3cccc(C)c3)n2)cc1OC,13,8,0.7,0.0
COc1cccc(C(=O)N2CCC(C3(C)NC(=O)N(C4Cc5ccccc5C4)C3=O)CC2)c1 (stereo not drawn),4,-9,-0.2,0.1
O=C(Nc1ncn[nH]1)C1(c2cccs2)CCOCC1,-8,4,2.9,0.0
Cc1ccccc1-c1ocnc1C(=O)Nc1ccccc1NC(=O)c1ccccn1,-5,16,-0.5,-0.1
COc1cc([N+](=O)[O-])ccc1NC(=S)N1CCN(c2ccccn2)CC1,3,8,-0.3,0.4
CSc1cccc(NC(=O)C2C3C=CC4(O3)C2C(=O)N(Cc2ccc(Cl)cc2)C4C(=O)NC2CCCCC2)c1 (stereo not drawn),2,9,1.0,0.0
COc1ccc(CCC(=O)Nc2cc(C)nn2-c2nc3c(c(=O)[nH]2)CCC3)cc1,4,8,-0.6,-0.2
COc1cc(/C=C2\SC(=Nc3cccc(C(=O)O)c3)N(C)C2=O)cc(OC)c1OC,8,6,2.1,-0.2
Nc1cccc(C(=O)CC2(O)C(=O)Nc3ccc(Cl)cc32)c1 (stereo not drawn),-1,11,0.1,-0.1
CN1CCCN(Cc2cccc(F)c2)CC1,4,37,2.7,0.0
CCc1cccc(NC(=O)CC2SC(N3CCCC3)=NC2=O)c1 (stereo not drawn),0,-12,-1.6,0.0
CCOC(=O)c1sc(=NC(=O)c2ccc3c(c2)OCCO3)n(C)c1C,-5,14,0.1,0.0
CCOc1ccc2[nH]c(=O)c(CN(CCO)C(=O)c3ccc(C)cc3)cc2c1,6,-9,2.0,0.1
Cc1nc(SCC(=O)NCCc2ccccc2)n[nH]1,-3,1,0.6,-0.1
COCCOC(=O)C1=C(N)OC2=C(C(=O)CCC2)C1c1ccc(Br)cc1 (stereo not drawn),-18,-6,-1.3,0.1

# The list goes on (2 carried over from the part before).
SMILES,TEAD-YAP inh,MITF inh,GPR151 ag,FBW7 act
Cc1nc(SCC(=O)NCCc2ccccc2)n[nH]1,-3,1,0.6,-0.1
COCCOC(=O)C1=C(N)OC2=C(C(=O)CCC2)C1c1ccc(Br)cc1 (stereo not drawn),-18,-6,-1.3,0.1
CC1CCC(N2CCc3nc(N4CCOCC4)[nH]c(=O)c3C2)CC1 (stereo not drawn),-12,-6,-0.2,-0.2
CCOc1ccc(-n2c(-c3nn(C)cc3Cl)n[nH]c2=S)cc1,-1,14,-0.4,0.1
CC(=O)c1ccc(NC(=O)COC(=O)CNS(=O)(=O)c2ccc(C)cc2)cc1,-12,5,-0.4,-0.2
CN1CCN(c2nc3c(c(=O)n(C)c(=O)n3C)n2Cc2ccc(Cl)cc2Cl)CC1,5,8,-1.3,0.0
O=C(c1cccnc1Cl)n1cccn1,6,7,-0.9,0.2
O=C1CN(C(=O)C2CC2)C(c2ccc(F)cc2)c2cc(F)ccc2N1 (stereo not drawn),-5,-1,-0.9,0.0
COc1ccc(NC(=O)CCC(=O)OCc2ccc(Br)cc2)cc1,3,8,1.6,0.3
CC(=O)Nc1cccc(-c2nnc(SCC(=O)Nc3cccc([N+](=O)[O-])c3)n2C)c1,11,-12,0.8,0.0
CCOC(=O)C1=C(C)N=c2s/c(=C\c3ccc(-c4ccc(Cl)c(Cl)c4)o3)c(=O)n2C1c1ccccc1Cl (stereo not drawn),-8,3,1.6,-0.1
Cn1c(=O)c2c([nH]c(=S)n2C)n(C)c1=O,1,10,0.2,0.2
COc1ccc(-c2noc(N3CCCC(C(=O)Nc4ccccc4OC)C3)n2)cc1 (stereo not drawn),-7,0,10*,0.2
O=C(Nc1ccc(Cl)c(Cl)c1)O/N=C/c1ccncc1,3,3,-0.4,0.1
CCOC(=O)c1nc(N2CCC(C(N)=O)(N3CCCCC3)CC2)c2c3c(sc2n1)CCCC3,-2,8,-0.3,0.1
O=C(/C=C\Nc1ccc2c(c1)OCO2)c1cccc2ccccc12,-49,1,1.9,0.0
O=c1[nH]c(N2CCCC2)nc2c1CN(Cc1c[nH]c3ccccc13)CC2,6,7,0.5,0.0
CCC(C)C(=O)NCCNc1nc2c(c(=O)n(C)c(=O)n2C)n1Cc1ccccc1F (stereo not drawn),1,5,-0.4,0.0
CCN(Cc1ccncc1)Cc1ccc2c(c1)CN(C(=O)CCc1ccccc1)CCO2,-1,3,1.7,-0.1
CC(C)CC(NC(=O)c1ccccc1)C(=O)OCC(=O)Nc1ccc(S(N)(=O)=O)cc1 (stereo not drawn),1,-4,1.5,-0.2

# Not a hit list; about 3.4% have a hit in one of these screens.
